VHR inh abs = blocks human VHR1 dual specificity phosphatase. recombinant VHR phosphatase, pNPP absorbance. inhibition, % at 13.3 µM. 0.52% of 290,000 active. AID 1654; in the data active = inhibition above about 50%; note: some compounds called inactive have numbers as strong as hits
Target sequence (P51452 whole entry, looked up): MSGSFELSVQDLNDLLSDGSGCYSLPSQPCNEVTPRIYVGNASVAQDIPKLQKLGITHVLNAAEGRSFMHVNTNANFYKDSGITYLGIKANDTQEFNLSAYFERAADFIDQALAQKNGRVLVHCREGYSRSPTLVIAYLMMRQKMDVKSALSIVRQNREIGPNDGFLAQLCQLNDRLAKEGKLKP
BoNT F protease = blocks Botulinum neurotoxin F light chain protease; Multiplex microsphere protease cleavage assay, flow cytometry; inhibition, % at 10 µM; AID 588497; 0.22% of 360,000 active; in the data active = inhibition above about 35%, passing the limit was not always enough; inconclusive = no clear call, values can overlap the other calls; note: plate controls were buffer without enzyme for full effect and enzyme alone for no effect
FadD28 binding = blocks FadD28 binding to the bisubstrate probe. fluorescence polarization. inhibition, % at 12.5 µM. 0.22% of 360,000 active; in the data active = inhibition above about 8.5%, passing the limit was not always enough; inconclusive = no clear call, values can overlap the other calls
FBA Mtb inh = Mtb fructose-bisphosphate aldolase inhibition | 2.3% of 360,000 active | purified M. tuberculosis FBA, fluorescence read-out | AID 588726 | inhibition, % at 1 µM | P9WQA3; in the data active = inhibition above about 27%;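 note: 0% = vehicle and 100% = reference inhibitor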
Target sequence (P9WQA3 whole entry, looked up): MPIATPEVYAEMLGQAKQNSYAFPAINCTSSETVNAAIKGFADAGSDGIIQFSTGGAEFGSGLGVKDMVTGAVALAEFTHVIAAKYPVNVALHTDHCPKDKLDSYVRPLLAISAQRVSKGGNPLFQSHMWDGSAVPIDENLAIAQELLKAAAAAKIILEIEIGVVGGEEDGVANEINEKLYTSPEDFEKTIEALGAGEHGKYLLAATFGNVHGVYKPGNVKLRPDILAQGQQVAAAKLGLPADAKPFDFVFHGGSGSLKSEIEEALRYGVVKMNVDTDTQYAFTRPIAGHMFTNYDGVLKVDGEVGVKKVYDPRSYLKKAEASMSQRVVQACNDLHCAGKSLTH
CCHFV vOTU inh = blocks the CCHF virus ovarian tumor domain protease; inhibition, % at 11.5 µM; AID 651958; 0.55% of 370,000 active; CCHFV vOTU protease, Pep-AMC fluorescence; note: 0% = vehicle wells with enzyme and 100% = no enzyme wells
BioA inh = inhibitors of Mycobacterium tuberculosis BioA enzyme; inhibition, % at 9.99 µM; purified M. tuberculosis BioA enzyme, plate reader; 0.096% of 360,000 active; in the data active = inhibition above about 40%; inconclusive = no clear call, values can overlap the other calls
MazEF act = increases E. coli MazEF RNase cleavage of RNA. 0.32% of 350,000 active. FAM/BHQ RNA-DNA oligo cleavage fluorescence, 5 h. P0AE70. activation, % at 20 µM; in the data active = activation above about 50%
Target sequence (P0AE70 whole entry, looked up): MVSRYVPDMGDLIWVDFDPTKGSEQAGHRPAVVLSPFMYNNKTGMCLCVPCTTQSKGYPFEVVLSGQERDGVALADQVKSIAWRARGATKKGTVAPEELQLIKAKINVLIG
UGM FP inh = inhibitors of M. tuberculosis UDP-galactopyranose mutase. AID 504406. 0.06% of 320,000 active. P9WIQ1. purified UGM, fluorescence polarization probe displacement. inhibition, % at 10 µM; in the data active = inhibition above about 10%, passing the limit was not always enough; inconclusive = no clear call, values can overlap the other calls
Target sequence (P9WIQ1 whole entry, looked up): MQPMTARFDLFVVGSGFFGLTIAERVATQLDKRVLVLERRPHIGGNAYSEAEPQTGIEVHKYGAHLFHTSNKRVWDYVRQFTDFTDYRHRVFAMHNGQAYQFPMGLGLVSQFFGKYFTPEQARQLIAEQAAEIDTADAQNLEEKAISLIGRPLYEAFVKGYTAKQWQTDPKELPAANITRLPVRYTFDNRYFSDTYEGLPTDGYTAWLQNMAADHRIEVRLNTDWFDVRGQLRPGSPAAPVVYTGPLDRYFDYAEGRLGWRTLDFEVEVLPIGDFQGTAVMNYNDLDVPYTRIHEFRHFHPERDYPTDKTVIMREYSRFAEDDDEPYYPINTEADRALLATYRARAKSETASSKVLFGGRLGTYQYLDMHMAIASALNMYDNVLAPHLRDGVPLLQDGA
Rv3671c inh = inhibits the M. tuberculosis serine protease Rv3671c | inhibition, % at 5.96 µM | 0.048% of 320,000 active | AID 2606; in the data active = inhibition above about 38%;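 note: extracellular domain of Rv3671c used as enzyme; 0% = enzyme with DMSO and 100% = no enzyme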
GDH-TPI counter = inhibits GDH-TPI coupling enzymes, artifact for Mtb FBA screen. GDH-TPI coupled enzyme counterscreen, NADH absorbance. inhibition, % at 4.8 µM. 1.2% of 360,000 active. AID 588335;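 note: 0% = DMSO wells and 100% = wells lacking the enzyme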
Numbers without * were called inactive; u = inconclusive; x = no result given. Cut-off read from the data, not from the text of the source, unless noted: active = inhibition above about 30%; inactive = the rest.

SMILES | VHR inh abs | BoNT F protease | FadD28 binding | FBA Mtb inh | CCHFV vOTU inh | BioA inh | MazEF act | UGM FP inh | Rv3671c inh | GDH-TPI counter
O=C(COC(=O)Cc1ccc(S(=O)(=O)N2CCOCC2)s1)NCc1ccc(Cl)cc1 | 9 | 5 | -2.2 | 4 | 4 | -2.9 | 9 | -1.5 | -7 | 3
Cc1cc(Br)ccc1SCC(=O)OCC(=O)NCc1ccco1 | 10 | -6 | -0.8 | 3 | 1 | -2.4 | 0 | 3.1 | 3 | 22
O=C(CCCn1c(=O)[nH]c2cc(Cl)ccc2c1=O)NC1CCCCCC1 | 12 | -9 | -0.9 | -3 | -6 | -3.4 | 5 | 2.2 | -8 | 2
Cc1ccc(NC(=S)NNC(=O)Cn2nc(C(F)F)cc2C(F)F)cc1 | -5 | 0 | 0.3 | 4 | 2 | x | 1 | 0.4 | -3 | 11
Cc1cccc(NC(=O)/C(C#N)=C/c2cn(CC(=O)NCc3ccco3)c3ccccc23)c1 | -2 | 2 | -2.8 | -4 | 7 | x | 21 | -0.9 | -13 | 6
COCCN1C(=O)c2ccc(C(=O)Nc3cccnc3)cc2C1=O | 14 | -2 | -3.3 | 0 | 11 | 59* | 4 | -0.7 | 1 | 4
Cc1nn(-c2ccccc2)c(C)c1/C=N/N1CCN(c2ccccn2)CC1 | -6 | -1 | -0.7 | -3 | 3 | x | -5 | -0.6 | 13 | -7
N#Cc1ccc(C(=O)Nc2cc(-c3ccccc3)nn2-c2ccccc2)cc1 | x | 5 | -0.3 | 4 | -4 | -1.2 | 8 | 2.8 | -9 | 0
Cc1cc(C)n(-c2ccc(C(=O)OC(C)C(=O)Nc3ccc(C(N)=O)cc3)cc2)n1 (stereo not drawn) | x | 11 | -2.1 | 5 | -1 | 0.3 | -3 | x | x | 6
CN1CCN(C(=O)N2c3ccccc3CCc3ccccc32)CC1 | 25 | -8 | -0.1 | 2 | -14 | x | -3 | 4.3 | -7 | 0
COc1ccccc1OCCOCCOc1ccc(C)cc1Br | -11 | -101 | -4.1 | 2 | 15 | x | -19 | 2.1 | -5 | -3
COCCCNC(=O)CN(c1ccc(Cl)c(Cl)c1)S(C)(=O)=O | -2 | -5 | -0.5 | 0 | 1 | -0.7 | 1 | -0.6 | 0 | 0
COc1ccc(C(=O)NCC(=O)OC2CCCCC2=O)cc1 (stereo not drawn) | -6 | u | -3.4 | 2 | 15 | 1.2 | 5 | -2.2 | -6 | -10
Clc1ccc(OCc2nn3c(-c4ccccc4)nnc3s2)c(Cl)c1 | 25 | 1 | -2.5 | 1 | 3 | -0.7 | -47 | 0.7 | -2 | 8
O=C(CNC(=O)c1ccc(Br)o1)NCC1CCCO1 (stereo not drawn) | 10 | 8 | -1.3 | 0 | -2 | -0.5 | 0 | 3.3 | -3 | -5
CCCCNC(=O)C1(C)CCCCN1C(=O)c1cc(C)n(C(C)(C)C)n1 (stereo not drawn) | x | 0 | -3.0 | -2 | 11 | -1.9 | x | x | x | 10
O=C(Nc1cccc(CNCCc2c[nH]c3ccccc23)c1)c1ccccc1Cl | -2 | -29 | -1.5 | 2 | 1 | -2.5 | 10 | -1.0 | -1 | -1
O=C(O)c1ccc(NS(=O)(=O)c2cccc3nsnc23)cc1 | 5 | 4 | 1.5 | -2 | 10 | -0.4 | 0 | 3.3 | -10 | 11
Cc1cc(C(=O)CN2CCCC(C)C2)c(C)n1-c1ccc(F)cc1 (stereo not drawn) | -28 | -11 | -0.2 | -1 | -2 | x | 3 | 0.7 | -3 | 6
O=S(=O)(NCCc1ccc(F)cc1)c1cc(C(F)(F)F)ccc1Br | x | 1 | -1.5 | 6 | 24 | -0.9 | -7 | x | x | -2
CCCC(C)NC(=O)COc1ccc(S(=O)(=O)N2CCCC2)cc1 (stereo not drawn) | -17 | -2 | 0.1 | 3 | 8 | -2.7 | 8 | -0.7 | 4 | 0
CCCS(=O)(=O)N1CCCC(C(=O)NCCCN2CCN(c3cccc(Cl)c3)CC2)C1 (stereo not drawn) | -3 | -4 | -1.4 | 4 | -1 | -0.3 | -10 | x | x | 10
O=S(=O)(c1ccccc1)N1CCN(c2nnc(-c3ccccc3)c3ccccc23)CC1 | 20 | -3 | -1.9 | -5 | 12 | -1.7 | 0 | 1.6 | 1 | 9
COC(=O)CN(Cc1ccccc1)S(=O)(=O)c1ccc(OC)c(OC)c1 | 22 | 8 | -2.9 | 0 | -11 | 1.2 | -1 | -1.9 | -5 | -5
COc1cccc(/C=N/N=C(\N)c2nonc2N)c1O | -11 | -7 | -0.3 | -1 | 7 | x | -27 | -2.6 | 4 | 9
COc1ccc(OC)c(S(=O)(=O)NCc2csc(-c3ccccc3)n2)c1 | -5 | -2 | -5.1 | 1 | -7 | -0.2 | -5 | 1.2 | -1 | -1
c1coc(-c2nc3ccccc3nc2-c2ccco2)c1 | 2 | -8 | 2.7 | 3 | 51* | 1.6 | -5 | -1.5 | -2 | 8
Clc1ccccc1CNCCc1c[nH]c2ccccc12 | x | -17 | -3.9 | -5 | 4 | -0.2 | -1 | x | x | 6
O=C(Cn1cnc2c(nnn2Cc2ccccc2)c1=O)NCC1CCCO1 (stereo not drawn) | 2 | -8 | 0.1 | -1 | 6 | -1.6 | 9 | -1.4 | -10 | -1
N/C(=N\OC(=O)COc1ccc(Br)cc1Cl)c1ccccn1 | 2 | -10 | -3.1 | -1 | 0 | x | 2 | -3.4 | 0 | 12
Cc1ccc2c(C(=O)CCl)c(C)[nH]c2c1 | 19 | -16 | -5.5 | 0 | -12 | -0.8 | 1 | -3.1 | 7 | 3
Cc1ccccc1OCCC(=O)OCC(=O)N1CCN(S(=O)(=O)c2ccc(Cl)cc2)CC1 | x | -1 | -2.5 | -2 | 2 | 0.8 | -3 | 5.6 | 8 | 9
CCN1C(=O)NC2=C(C(=O)c3ccccc32)C1c1ccccc1F (stereo not drawn) | -10 | -5 | -1.6 | -6 | 8 | -3.1 | 3 | 1.7 | -5 | 3
Cc1ccc(NS(=O)(=O)Cc2ccccc2)nc1 | 2 | -5 | -2.8 | 60* | -9 | x | 0 | 0.1 | 9 | 4
CC(C)(C)NC(=O)CN(C(=O)CNS(=O)(=O)c1ccc(Cl)cc1)c1ccc2c(c1)OCCO2 | 2 | -12 | 0.1 | 6 | 13 | -1.1 | 2 | -1.6 | -8 | -1
CCOc1ccc(CC2CC(=O)NC2=O)cc1 (stereo not drawn) | 6 | u | 0.1 | -1 | 5 | 1.3 | 2 | -1.3 | -2 | -5

Arranged by heavy-atom count (ascending): four of the compounds above
SMILES | VHR inh abs | BoNT F protease | FadD28 binding | FBA Mtb inh | CCHFV vOTU inh | BioA inh | MazEF act | UGM FP inh | Rv3671c inh | GDH-TPI counter
c1coc(-c2nc3ccccc3nc2-c2ccco2)c1 | 2 | -8 | 2.7 | 3 | 51* | 1.6 | -5 | -1.5 | -2 | 8
CCN1C(=O)NC2=C(C(=O)c3ccccc32)C1c1ccccc1F (stereo not drawn) | -10 | -5 | -1.6 | -6 | 8 | -3.1 | 3 | 1.7 | -5 | 3
COc1ccc(OC)c(S(=O)(=O)NCc2csc(-c3ccccc3)n2)c1 | -5 | -2 | -5.1 | 1 | -7 | -0.2 | -5 | 1.2 | -1 | -1
Cc1ccccc1OCCC(=O)OCC(=O)N1CCN(S(=O)(=O)c2ccc(Cl)cc2)CC1 | x | -1 | -2.5 | -2 | 2 | 0.8 | -3 | 5.6 | 8 | 9

Additional records.
SMILES | VHR inh abs | BoNT F protease | FadD28 binding | FBA Mtb inh | CCHFV vOTU inh | BioA inh | MazEF act | UGM FP inh | Rv3671c inh | GDH-TPI counter
O=C(NC1CCCCCCC1)c1ccccc1O | 38 | 5 | -0.2 | 18 | -10 | 0.5 | 4 | 0.3 | -2 | 6
O=C(COC(=O)CC1CCCCC1)Nc1c(Cl)cccc1Cl | x | -8 | -1.2 | 0 | 13 | -2.6 | 2 | -3.9 | -4 | 0
Cc1ccc(S(=O)(=O)CS(=O)(=O)c2ccc(C)cc2)cc1 | x | -5 | -1.3 | 0 | 6 | x | 8 | x | x | 12
CCCOc1ccccc1/C=N/NC(=O)C1CC1 | 0 | 3 | -2.3 | -1 | -8 | -2.3 | 2 | 4.3 | x | 4
Cc1cc(C)n2nc(C)c(-c3ccc(Cl)cc3)c2n1 | 15 | -22 | -0.8 | 2 | -6 | -0.2 | 8 | 1.2 | 6 | 11
COc1cc(C(=O)N/N=C(\Cc2ncc[nH]2)c2ccccc2)cc(OC)c1OC | -15 | -1 | -1.3 | 12 | 3 | x | 6 | 1.9 | 6 | -4
COc1ccc2c(C)cc(N3CCN(Cc4ccccc4)CC3)nc2c1 | x | -17 | 0.4 | 6 | 2 | -1.3 | 0 | -2.7 | 3 | 10
CCOC(=O)N1CCN(C(=O)CSc2ccc(C(F)(F)F)cc2[N+](=O)[O-])CC1 | 40 | -8 | 0.3 | 0 | 21 | -1.1 | -4 | 2.1 | -8 | 1
O=C1C(Cc2ccccc2)Nc2ncnc(N3CCCCC3)c2N1Cc1ccccc1 (stereo not drawn) | x | -5 | 1.6 | 2 | 3 | -0.9 | 4 | -4.4 | 2 | -1
CCOC(=O)N1CCN(S(=O)(=O)c2ccc3[nH]cc(C(=O)O)c(=O)c3c2)CC1 | 27 | 14 | -3.1 | 1 | 13 | -1.0 | 5 | 4.3 | -7 | 9
CN(c1cccc(NC(=O)c2ccc(N(C)S(=O)(=O)c3ccccc3)cc2)c1)S(C)(=O)=O | 8 | -1 | -1.7 | 2 | -1 | x | -3 | -1.2 | -7 | -1
CCCS(=O)(=O)c1c(S(=O)(=O)CCC)c2ccc(C(C)=O)cn2c1C(=O)OC | 28 | 0 | -4.6 | 23 | -15 | x | 3 | 0.9 | 1 | 1
O=C(CCc1nc(-c2ccccc2F)no1)Nc1cccnc1 | 22 | 17 | 1.4 | 2 | -6 | 11 | -6 | 0.2 | 4 | -9
O=C(NCCCN1CCCC1=O)C1CCN(S(=O)(=O)c2ccccc2)CC1 | x | 3 | x | -1 | -10 | -0.1 | 7 | 0.3 | -8 | -7
Cc1ccc(NC(=O)N(CCCN2CCOCC2)Cc2cccnc2)cc1C | 12 | -2 | -2.0 | 0 | 6 | 1.2 | 7 | 0.0 | -2 | 0
Cc1c(Cc2ccccc2)c(=O)oc2c(C)c(OC(C)C(=O)NCC3CCC(C(=O)O)CC3)ccc12 (stereo not drawn) | 24 | -4 | 0.1 | 15 | -6 | 5.7 | -4 | -0.1 | 4 | -10
CCCCN(C(=O)Cn1nnc2ccccc21)C(C(=O)NCc1ccco1)c1ccncc1 (stereo not drawn) | 1 | -18 | -2.3 | -1 | 1 | -1.5 | -19 | 1.5 | 2 | 6
CCNC(=O)C1(C)CCN(Cc2noc(-c3c(C)noc3C)n2)C1 (stereo not drawn) | x | 3 | 0.1 | 1 | -3 | -0.6 | x | x | x | 10
COC(=O)C1=C(c2cc3ccccc3o2)C[C@@H]2CC[C@H]1N2C(=O)N1CCOCC1 | x | -6 | -2.8 | -1 | -1 | 0.3 | 6 | -2.5 | -1 | 14
COC(C(=O)Nc1ccc(S(=O)(=O)Nc2c(C)cccc2C)cc1)c1ccccc1 (stereo not drawn) | -5 | -4 | -0.1 | -2 | -12 | -4.9 | 1 | 2.4 | -3 | 0
Cc1ccc(NC(=O)CC(C)CC2=NS(=O)(=O)c3ccccc3N2)cc1 (stereo not drawn) | 13 | -10 | -2.5 | 4 | 3 | 1.9 | -10 | -0.6 | 6 | -5
COc1ccc(Cl)cc1S(=O)(=O)Nc1ccncc1 | 17 | -1 | -2.8 | 4 | -11 | -4.5 | 6 | 2.0 | 5 | 9
CC1CCC(NC(=O)c2cc(S(=O)(=O)N3CCCCC3)c[nH]2)CC1 (stereo not drawn) | 10 | -2 | -0.5 | 6 | 10 | 0.6 | 3 | 9.2 | -11 | -2
COCCN(C(=S)Nc1c(C)cccc1C)C(C)c1cccs1 (stereo not drawn) | 36 | -14 | -3.5 | 1 | 6 | x | 4 | 2.4 | 1 | -1
CC1CCC2(CC1)NC(=O)N(CC(=O)NC(=O)NC1CCCC1)C2=O (stereo not drawn) | 22 | -12 | -1.7 | 2 | 4 | -0.7 | 2 | 1.3 | -1 | -4
